From PubChem
RECQ1 inh – qHTS Assay for Inhibitors of RecQ-Like Dna Helicase 1 (RECQ1) | ATP-dependent DNA helicase Q1 (Homo sapiens), P46063 | RECQ1 DNA unwinding, red fluorescence kinetic read | Potency, µM (highest dose often 57.3 µM), without a hit: at the top dose activity, negative = inhibition, most hits filed as inhibitors | hit rate 0.54% among 240,000 | AID 2549, 2010;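 further: plate controls were vehicle for no effect and no enzyme for full effect; nearly all actives have a fitted effect of over 30% in size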
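RECQ1T1 50 nM; forked duplex (20 bp + 30-nt ss tails) 200 nM, ATP 2 mM final; pH 8.0, 2 mM MgCl2, 2.5 ug/ml poly(dI-dC); 15 min compound preincubation; discontinuous kinetic read over 2 h at RT.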
Tau ThT inhib – qHTS for Inhibitors of Tau Fibril Formation, Thioflavin T Binding; recombinant tau K18 P301L, heparin-induced fibrillization, ThT fluorescence; hit rate 2.1% among 270,000; Microtubule-associated protein tau (Homo sapiens), P10636; Potency, µM (series often up to 57.4 µM), inactives show at the top dose activity, negative = inhibition, actives largely listed as inhibitors; AID 1460, 2008; further: on the % scale 0 is the no-effect control and ±100 the full control effect; nearly all actives have a fitted effect of over 55% in size
Target sequence (P10636 561-689 P618L limits assumed): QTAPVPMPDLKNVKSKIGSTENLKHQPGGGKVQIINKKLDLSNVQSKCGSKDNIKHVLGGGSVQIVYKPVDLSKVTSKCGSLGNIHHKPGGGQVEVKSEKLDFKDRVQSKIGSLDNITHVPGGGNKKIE
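Tau K18 P301L fragment (15 uM unlabeled plus 0.24 uM Alexa 594-labeled) in 100 mM sodium acetate pH 7 with compound, fibrillization induced by 20 uM heparin for 6 hr at 37 C. Thioflavin T (30 uM) added, fluorescence read after 1 hr (ex 450, em 510 nm).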
TRb-SRC2 inh – qHTS for Inhibitors of the Interaction of Thyroid Hormone Receptor and Steroid Receptor Coregulator 2; hit rate 0.065% among 280,000; AID 1469, 2008; Potency, µM (titrated, usually from 106 µM), inactives show at the top dose activity change, negative = inhibition, usual class: inhibitors; TRbeta-SRC2 peptide binding, fluorescence polarization; receptor liganded with 1 µM T3;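 further: plate controls were bound peptide for no effect and peptide without receptor for full effect; nearly all actives have a fitted effect of over 50% in size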
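Decrease in fluorescence polarization of 20 nM Texas Red SRC2 coactivator peptide flagged inhibition of its binding to 0.6 uM TRb LBD; 1 uM T3 included, incubation 5 hr, ex 555/em 632 nm.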
Tau fluor cs – Counterscreen qHTS for Inhibitors of Tau Fibril Formation, Fluorescence Polarization; Potency, µM (doses to about 57.7 µM), without a hit: at the top dose activity change, negative = decrease; hit rate 0.93% among 280,000; AID 1463, 2008; tau K18 P301L (four-repeat tau fragment) Alexa594 fluorescence, heparin fibrillization; further: on the % scale 0 is the no-effect control and ±100 the full control effect; nearly all actives have a fitted effect of over 55% in size
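Human K18 P301L tau (15 uM unlabeled plus 0.24 uM Alexa 594-labeled, final) in 100 mM sodium acetate pH 7 was mixed with compound and 20 uM heparin and incubated 6 hr at 37 C.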
TexasRed fluor – Total Fluorescence Counterscreen for Inhibitors of the Interaction of Thyroid Hormone Receptor and Steroid Receptor Coregulator 2. Potency, µM (series often up to 106 µM), inactives show top-dose fluorescence change, negative = quenching. TRb/SRC2 Texas Red total fluorescence interference. hit rate 0.29% among 280,000; active means well fitted curve in either direction with a large enough effect; inconclusive means small, poorly fitted or top-dose-only effect; further: on the % scale 0 is the no-effect control and ±100 the full control effect
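Flags fluorescent or light-absorbing compounds by total fluorescence, S + 2P, at 555 nm excitation and 632 nm emission. Mixture: 20 nM Texas Red SRC2 peptide, 0.6 uM human TRb LBD, 1 uM T3, 5% DMSO; compound exposure 5 h at ambient temperature.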
Tau FP inhib – qHTS for Inhibitors of Tau Fibril Formation, Fluorescence Polarization; K18 P301L tau heparin fibrillization, Alexa594 FP, 6 h; Potency, µM (top dose mostly 57.7 µM), for inactives: at the top dose activity, negative = inhibition, most hits filed as inhibitors; hit rate 0.39% among 280,000; AID 1468, 2008; further: on the % scale 0 is the no-effect control and ±100 the full control effect; nearly all actives have a fitted effect of over 55% in size
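Read-out: fluorescence polarization of Alexa 594-labeled tau (0.24 uM), 555 nm excitation, 632 nm emission. Mixtures held 15 uM unlabeled K18 P301L, compound and 20 uM heparin, pH 7 acetate buffer, incubated 6 hr at 37 C.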
L3MBTL1 inh – qHTS Assay for the Inhibitors of L3MBTL1 | Potency, µM (highest dose often 57.1 µM), for the others: at the highest dose activity, negative = inhibition, hits mostly inhibitors | AlphaScreen L3MBTL1–H3K9me1 peptide binding | hit rate 0.66% among 230,000; further: on the % scale 0 is the no-effect control and ±100 the full control effect; nearly all actives have a fitted effect of over 60% in size
Target sequence (Q9Y468 whole entry, looked up): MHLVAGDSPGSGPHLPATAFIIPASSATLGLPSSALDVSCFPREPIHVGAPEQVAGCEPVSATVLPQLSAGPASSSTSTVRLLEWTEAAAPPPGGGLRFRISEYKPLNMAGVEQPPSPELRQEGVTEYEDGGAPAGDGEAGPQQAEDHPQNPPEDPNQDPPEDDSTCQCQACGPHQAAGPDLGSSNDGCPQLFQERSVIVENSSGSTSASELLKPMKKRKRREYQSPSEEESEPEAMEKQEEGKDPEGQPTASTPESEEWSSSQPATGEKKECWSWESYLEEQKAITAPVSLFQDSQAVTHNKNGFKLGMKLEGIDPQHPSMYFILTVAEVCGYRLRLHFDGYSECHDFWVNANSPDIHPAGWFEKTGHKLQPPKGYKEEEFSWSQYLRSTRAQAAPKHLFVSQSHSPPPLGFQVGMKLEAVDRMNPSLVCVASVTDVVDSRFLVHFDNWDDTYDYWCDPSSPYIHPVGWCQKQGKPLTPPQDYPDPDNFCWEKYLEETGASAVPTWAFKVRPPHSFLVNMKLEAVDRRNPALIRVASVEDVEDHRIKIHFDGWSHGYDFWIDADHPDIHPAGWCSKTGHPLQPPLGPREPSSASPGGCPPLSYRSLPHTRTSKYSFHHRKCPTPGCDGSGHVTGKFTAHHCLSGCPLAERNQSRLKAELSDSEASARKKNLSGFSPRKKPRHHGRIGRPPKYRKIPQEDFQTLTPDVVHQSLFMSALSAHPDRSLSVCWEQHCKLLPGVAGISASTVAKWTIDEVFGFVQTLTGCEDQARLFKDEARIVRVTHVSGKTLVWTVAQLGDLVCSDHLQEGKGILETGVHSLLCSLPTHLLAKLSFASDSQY
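AlphaScreen proximity signal between nickel-chelate acceptor and streptavidin donor beads (final 10 ug/mL) reports binding of 50 nM L3MBTL1 to 75 nM biotin-H3 K9me1 peptide; complex incubated with compounds 30 min at room temperature; cefsulodin titration as control.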
HTT cytoprotect – qHTS Multiplex Assay to Identify Dual Action Probes in a Cell Model of Huntington: Cytoprotection (ATP); PC12 HTT-Q103 induced, cytoprotection, ATP luminescence, 40 h; Potency, µM (top dose mostly 56.4 µM), inactives show cytoprotection (ATP increase), usual class: activators; hit rate 0.14% among 230,000; AID 1471, 2008;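 further: % of control where 0% means no effect; nearly all actives have a fitted effect of over 45% in size; toxic huntingtin expression switched on by the ecdysone agonist tebufenozide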
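Readout: ATPlite luminescence (ATP level). Model: stable PC12, inducible Htt exon1 Q103-GFP. Inducer: tebufenozide, 100 nM final. Compounds: dose series. No G418 in medium.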
Numbers without * were called inactive; i = inactive; ? = inconclusive; . = not tested or not shown; [ ] = remark or other dose. Unless noted, the call rests on the fitted dose curve; in most records, active means well fitted curve in the direction sought with a large enough effect; inconclusive means small, poorly fitted or top-dose-only effect, or another doubt; inactive means no such curve, though single readings can be large; an effect the other way counts as inactive or inconclusive. Potency means the concentration at half of the fitted maximal effect. Some of the compounds tested (hit frequency here may not be typical).

No. | compound | RECQ1 inh | Tau ThT inhib | TRb-SRC2 inh | Tau fluor cs | TexasRed fluor | Tau FP inhib | L3MBTL1 inh | HTT cytoprotect
1 | COc1ccc(NC(=O)Cn2cc(S(=O)(=O)c3ccccc3)c(=O)c3cc4c(cc32)OCO4)cc1 | . | 8% | 2% | -27% | 1% | ? | . | .
2 | CCCCCCCCN | 6% | . | 3% | . | 0% | . | . | -25%
3 | Cc1ccc(/C=C/S(=O)(=O)N2CCC(C(=O)O)CC2)cc1 | i | -6% | -5% | 5% | 2% | 4% | 10% | -6%
4 | CC(C)n1c(O)c(N=Nc2ccc(Cl)nn2)c2ccccc21 | ? | 1% | -4% | -2% | 1% | 5% | -12% | -14%[10 µM]
5 | COc1cccc(CNC(=O)c2nnn(CC(=O)Nc3ccc4c(c3)OCO4)c2N)c1 | -5% | 8% | -3% | -6% | 1% | 5% | . | 8%
6 | Cc1csc(NC(=O)C2CCCN(S(=O)(=O)c3ccc(Br)s3)C2)n1 (configuration not stated) | -11% | -17% | 4% | -27% | -1% | 2% | . | -7%[10 µM]
7 | Cc1nnc(N2CCC(C(=O)NC(C)C)CC2)c2nn(-c3ccccc3)c(C)c12 | . | -2% | 3% | 3% | 9% | 5% | . | .
8 | OC(CN1CCNCC1)Cn1c2ccc(Br)cc2c2cc(Br)ccc21 (configuration not stated) | -5% | 10% | 0% | ? | -4% | ? | . | -62%[inhibitor]
9 | COc1ccccc1Nc1nc(N)nc(CSC(=S)N2CCCCC2C)n1 (configuration not stated) | -2% | ? | -8% | ? | 2% | ? | -3% | 5%[10 µM]
10 | Cc1ccc(C)c(OCC(=O)Nc2ccc3c(c2)OCO3)c1 | i | ? | 1% | -25% | 0% | 2% | -3% | 15%[10 µM]
11 | O=C(O/N=C1\CCCc2ccccc21)c1cccc(Cl)c1 | -12% | ? | -2% | -6% | -5% | -3% | 16% | -12%[10 µM]
12 | CCOc1ccccc1C1CC(=O)NC(C)=C1C(=O)OC1CCCCCC1 (configuration not stated) | . | ? | -4% | -12% | 0% | -8% | . | .
13 | COc1ccc(-c2nn(CCC#N)cc2C=C(C#N)C#N)cc1 | -4% | . | 3% | 0% | -3% | -3% | . | -4%[10 µM]
14 | COc1ccc(/C=C/c2nc3ccccc3n2C)cc1 | -17% | ? | 2% | -21% | -6% | 0% | . | -251%[inhibitor]
15 | O=C(Nc1ccc(Cl)c(Cl)c1)Nc1ccc(N2CCCC2)c(S(=O)(=O)Nc2ccccc2Cl)c1 | -22% | ? | -3% | 4µM*[quencher] | -1% | -9% | -9% | 15%[10 µM]
16 | CC(C)(C)NC(=O)CSc1nnc(NC(=O)CCn2cnc3ccccc3c2=O)s1 | ? | 0% | -8% | 0% | 2% | -10% | 1% | -5%[0.074 µM]
17 | COC(=O)c1cc(NC(=O)Nc2ccccc2OC)cc(C(=O)OC)c1 | -6% | 3% | 2% | 2% | 0% | 0% | . | 7%
18 | COc1ccc(CNC(=O)CN(C(=O)CCC(=O)Nc2ccccn2)c2cccc(C)c2)cc1 | i | 4% | -8% | 14%[2.34 µM] | -12% | -8% | 25% | 15%[10 µM]
19 | COCCN(Cc1ccccc1)C(=S)Nc1ccc(Cl)cc1 | -9% | -9% | 2% | -25% | -1% | -2% | . | 23%
20 | COc1ccc(NC(=O)C2C3C=CC(C3)C2C(=O)NCc2ccccn2)c(OC)c1 (configuration not stated) | -2% | -6% | -7% | -4% | -2% | 2% | -3% | -7%[10 µM]
21 | CC(C)(C)[C@H]1C=C(C(=O)NC2CC2)O[C@@H](OCc2ccc(CO)cc2)C1 | -16% | -8% | -2% | -6% | -4% | -1% | 17% | 24%[10 µM]
22 | CC(=O)Nc1cccc(N2C(=O)CC(Cc3ccccc3)C2=O)c1 (configuration not stated) | i | -4% | 2% | -6% | -3% | 0% | 4% | -7%
23 | C/C(=N/O)c1ccc(N2C(=O)C3C4C=CC(C3C2=O)C2C3C(=O)N(c5ccc(/C(C)=N/O)cc5)C(=O)C3C42)cc1 (configuration not stated) | i | -2% | 3% | -5% | -1% | -14% | 4% | 7%
24 | CC(=O)Nc1ccc2c(c1)N(C(C)=O)c1ccccc1CC2 | i | -11% | 2% | 6%[2.34 µM] | -4% | -10% | 43%[activator] | 26%[10 µM]
25 | CCOc1ccc(OCC)c(S(=O)(=O)NCc2ccc3c(c2)OCO3)c1 | -6% | -9% | 4% | -9% | 2% | 4% | . | -11%

Looked up above.
COCCN(Cc1ccccc1)C(=S)Nc1ccc(Cl)cc1 | Tau FP inhib = -2%
OC(CN1CCNCC1)Cn1c2ccc(Br)cc2c2cc(Br)ccc21 (configuration not stated) | TexasRed fluor = -4%
O=C(Nc1ccc(Cl)c(Cl)c1)Nc1ccc(N2CCCC2)c(S(=O)(=O)Nc2ccccc2Cl)c1 | TexasRed fluor = -1%
CC(C)(C)[C@H]1C=C(C(=O)NC2CC2)O[C@@H](OCc2ccc(CO)cc2)C1 | RECQ1 inh = -16%

Next section.
No. | compound | RECQ1 inh | Tau ThT inhib | TRb-SRC2 inh | Tau fluor cs | TexasRed fluor | Tau FP inhib | L3MBTL1 inh | HTT cytoprotect
26 | COc1ccc(NC(=O)C2CCCN2S(=O)(=O)c2ccc3nc(-c4ccccc4)[nH]c3c2)cc1 (configuration not stated) | . | 2% | -1% | -1% | -1% | -14% | . | .
27 | CN1N=C(C(=O)Nc2ccc3c(c2)CCC3)CCC1=O | i | -9% | 4% | -7% | -3% | -3% | 4% | 33%[10 µM]
28 | O=C(NCCCN1CCOCC1)c1cccc(S(=O)(=O)Nc2cc(Cl)ccc2Cl)c1 | i | 1% | -10% | -3% | -4% | -6% | 4% | -4%
29 | CCc1cccc(NC(=O)Nc2csc3c2CCCC3)c1 | . | ? | 3% | ? | 3% | 1% | . | .
30 | CCc1ccc2occ(CC(=O)Nc3c(C(=O)c4ccc(C)cc4)oc4ccccc34)c2c1 | . | -3% | 1% | -20% | -21% | -11% | . | .
31 | N#CCSc1nccc(/C=C/c2ccccc2)n1 | -4% | -1% | 3% | -10% | -2% | -12% | . | -17%
32 | COC(=O)c1c(NC(=O)COc2c(C)ccc(C)c2C)sc2c1CCC(C)C2 (configuration not stated) | . | -5% | 0% | -9% | -1% | -10% | . | .
33 | Cc1cc(C)n2ncc(C(=O)Nc3ccc4c(c3)OCO4)c2n1 | -6% | -12% | 4% | 0% | 3% | -2% | 1% | -10%
34 | CC(C)n1cc(C(=O)c2ccccc2O)cc(C#N)c1=O | 0% | 0% | -10% | -2% | 0% | 3% | . | -16%
35 | CC(C)c1ccc(NC(=O)CNC(=O)Cn2cnc3ccccc3c2=O)cc1 | -7% | -9% | 6% | -19% | -1% | 4% | . | -18%
36 | c1ccc(CNc2ncnc3c2cnn3Cc2ccccc2)cc1 | -2% | -5% | -1% | -22% | -1% | -2% | 22%[11.4 µM] | -33%[10 µM]
37 | COc1cc(C)c(CC/C(C)=C/C=C/C(C)=O)c(C)c1C | 6% | ? | 6% | -15% | -1% | -9% | . | -16%
38 | CCCc1c(C(=O)OCC)nnc2c(-c3ccccc3)c(C)nn12 | . | -17% | 2% | -9% | 3% | -4% | . | .
39 | COc1cccc(N2CC(C(=O)Nc3c(C)cccc3C)CC2=O)c1 (configuration not stated) | -4% | -9% | -5% | 2% | -5% | 7% | 2% | 5%[10 µM]
40 | COc1cccc(N/C(SCc2cccc([N+](=O)[O-])c2)=C(/C#N)C(=O)NCc2cccs2)c1 | -8% | -1% | 1% | -28% | -3% | -9% | -15% | .
41 | O=C(O)C1CCC(=O)N1C1c2ccccc2Oc2ccccc21 (configuration not stated) | -7% | -12% | 6% | -8% | 0% | -1% | . | 12%
42 | COc1ccc(-c2ccnc3[nH]n(-c4ccccc4)c(=O)c23)cc1 | . | ? | 3% | -12% | 6% | 6% | 6% | .
43 | COc1cc(N)cc(NC(=O)c2ccncc2)c1 | -1% | -4% | 1% | -3% | -4% | 3% | -1% | -19%
44 | CCOC(=O)Cc1c(C)nc2cc(-c3ccc(C(C)(C)C)cc3)[nH]n2c1=O | i | -6% | -5% | -7% | -4% | -3% | . | -87%[inhibitor]
45 | C/C(=N\NC(=S)NC1CCCCC1)c1ccc(Cl)c(Cl)c1 | 8% | 2% | 0% | -3% | -4% | 3% | . | 11%[10 µM]
46 | O=C(NCCCN=C1NS(=O)(=O)c2ccccc21)c1ccc(S(=O)(=O)N2CCCCC2)cc1 | 2% | 0% | 14% | 2% | 2% | 4% | 7% | 23%
47 | Nn1cc(-c2ccccc2)nc1SCC(=O)N1CCN(S(=O)(=O)c2ccccc2)CC1 | -6% | -1% | -2% | -1% | 5% | -1% | -3% | 17%[10 µM]
48 | CN(c1ccccc1C(=O)Nc1ccc2c(c1)OCCO2)S(C)(=O)=O | -1% | 3% | -4% | 6% | -1% | 8% | -15% | 0%[0.074 µM]
49 | CCC(C)C(NC(=O)OC(C)(C)C)C(=O)NC(C)C(N)=O (configuration not stated) | -8% | 0% | -6% | -8% | 0% | -9% | 2% | 43%[10 µM]
50 | COc1cc2c(cc1OC)C(C1(O)CCCCC1)NCC2 (configuration not stated) | -9% | -11% | -9% | -11% | -4% | -9% | -8% | 21%[10 µM]

2 compounds from above, limited to Tau FP inhib, RECQ1 inh and L3MBTL1 inh.
item | structure | Tau FP inhib | RECQ1 inh | L3MBTL1 inh
47 | Nn1cc(-c2ccccc2)nc1SCC(=O)N1CCN(S(=O)(=O)c2ccccc2)CC1 | -1% | -6% | -3%
48 | CN(c1ccccc1C(=O)Nc1ccc2c(c1)OCCO2)S(C)(=O)=O | 8% | -1% | -15%
